Screening results (PubChem BioAssay)
TAG inh: reduces triacylglycerol accumulation in H9c2 cells; Nile Red lipid (TAG) fluorescence; cells loaded with 200 µM oleic acid; inhibition, % at 12.5 µM; 230,000 compounds, 0.66% hits;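 active means pattern-corrected inhibition of lipid staining of at least 50% with the nuclear-stain viability signal not falling by more than 50%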;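 further: 0% = DMSO wells and 100% = triacsin C control wells; some results filed as inactive read as strong as hits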
TAG inh DAPI viability: also measured in TAG inh; calls as there; DAPI nuclei signal change (viability), lower = more cytotoxic, %;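 whole-well DAPI fluorescence read on a plate reader as a viability signal; minus 50 percent equals half of cells still viable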
The depositor's hits bear a star.

Each structure is followed by: TAG inh	TAG inh DAPI viability
#1 CCCCCN(C(=O)CCC(=O)OCC(=O)c1cccc(OC)c1)c1c(N)n(CCCC)c(=O)[nH]c1=O
  2.8	-12.5
#2 COc1ccc(CCC(=O)Nc2cc(S(=O)(=O)N3CCCCC3)ccc2N(C)C)cc1
  -2.9	0.7
#3 O=C(Oc1ccc(/C=N/NC(=O)c2ccco2)cc1)c1ccccc1
  7.9	5.6
#4 COC(=O)Cn1cc(/C=C/[N+](=O)[O-])c2ccccc21
  12.3	-13.6
#5 CN(C)c1nc(SCc2ccccc2)nc(N2CCOCC2)n1
  -40.6	12.9
#6 CN(c1ccccc1)S(=O)(=O)c1ccc(C(=O)NNC(=O)c2ccccc2)cc1
  10.9	0.8
#7 CC(=O)C1=C(O)C(=O)N(c2ccc(Br)cc2)C1c1cccc(F)c1 (stereo not given)
  -3.9	2.4
#8 COc1cccc(OC)c1OCCCN1CCC(Cc2ccccc2)CC1
  1.7	19.3
#9 CCOc1cc(N2CCOCC2)c(OCC)cc1NC(=O)Cn1nc(C)c([N+](=O)[O-])c1C
  -0.3	-4.5
#10 COc1cccc(C2c3c(oc4ccccc4c3=O)C(=O)N2Cc2ccco2)c1 (stereo not given)
  -16.5	-3.4
#11 Cc1ccc(C2CC(=O)NC(SCC(=O)OCc3ccccc3)=C2C#N)o1 (stereo not given)
  2.8	-1.0
#12 C[C@H](O)Cc1cc2ccccc2c(=O)o1
  9.6	8.5
#13 COc1ccccc1-c1ccc(NC2CCCC2)nn1
  -0.8	3.4
#14 Cn1c(SCC(=O)N2CCCC2=O)nnc1-c1ccccc1F
  0.7	-0.3
#15 CCOC(=O)c1cccc(NC(=S)NCc2ccc(C)cc2)c1
  -12.0	1.7
#16 COc1ccccc1NC(=O)Nc1nc(CC(=O)NC2CCCC2)cs1
  2.6	6.9
#17 NC(=O)CCc1c[nH]c2ccccc12
  -6.9	-3.7
#18 Cc1ccc(-c2cc(=O)[nH]c3ccccc23)cc1
  -68.7	-7.0
#19 Nc1[nH]ncc1N=Nc1ccc(Cl)cc1
  14.2	-24.0
#20 NS(=O)(=O)c1ccc(NC(=O)COC(=O)c2ccc([N+](=O)[O-])s2)cc1
  -0.9	-6.3
#21 Cc1ccc(-c2cc(C(F)F)n3ncc(C(=O)NCc4ccco4)c3n2)cc1
  31.4	14.5
#22 Nc1ccc(Sc2ccccc2Cl)nc1
  5.4	-1.6
#23 O=C(NCCOc1ccccc1)c1cccc(S(=O)(=O)N2CCN(Cc3ccccc3)CC2)c1
  6.3	-11.0
#24 O=C(NCCCn1ccnc1)/C(=C\c1cccnc1)NC(=O)c1ccccc1F
  -3.0	-3.1
#25 Cc1nc(SC(C(=O)c2ccccc2)c2ccccc2)nc2ccccc12 (stereo not given)
  -3.6	-9.1
#26 CC(C)CC(COCc1cccc(Cl)c1)N1CCN(C(=O)c2cccc(C(F)(F)F)c2)CCC1=O (stereo not given)
  -2.0	-3.3
#27 COc1cc2c(cc1OC)C(c1ccncc1)CC(=O)N2 (stereo not given)
  9.6	7.7
#28 O=C(CN1CCCCCC1)N1c2ccccc2Sc2ccccc21
  -13.0	5.8
#29 O=C1C2ON(c3ccccc3)C(c3ccncc3)C2C(=O)N1c1ccc(Br)cc1 (stereo not given)
  0.7	6.8
#30 CCCc1cc(=O)[nH]c(SCC(=O)Nc2ccc(Cl)c(S(=O)(=O)N3CCOCC3)c2)n1
  -7.4	7.0

Some of the entries above, reformatted.
No. | Compound | TAG inh | TAG inh DAPI viability
6 | CN(c1ccccc1)S(=O)(=O)c1ccc(C(=O)NNC(=O)c2ccccc2)cc1 | 10.9 | 0.8
7 | CC(=O)C1=C(O)C(=O)N(c2ccc(Br)cc2)C1c1cccc(F)c1 (stereo not given) | -3.9 | 2.4
8 | COc1cccc(OC)c1OCCCN1CCC(Cc2ccccc2)CC1 | 1.7 | 19.3
9 | CCOc1cc(N2CCOCC2)c(OCC)cc1NC(=O)Cn1nc(C)c([N+](=O)[O-])c1C | -0.3 | -4.5
10 | COc1cccc(C2c3c(oc4ccccc4c3=O)C(=O)N2Cc2ccco2)c1 (stereo not given) | -16.5 | -3.4

More entries follow.
Each structure is followed by: TAG inh	TAG inh DAPI viability
#31 CCCCOP(=O)(OCCCC)C(O)c1ccc(F)cc1 (stereo not given)
  -9.0	3.8
#32 N#CC(C#N)=C1SC(=Nc2ccccc2)C(=Nc2ccccc2)N1c1ccccc1
  3.9	-2.3
#33 Cc1cc(C)c2nc(-c3ccco3)cc(C(=O)O)c2c1
  -5.4	-0.3
#34 Cc1ccc(NC(/C=C/N(C)C)=C/C(=O)C(F)(F)F)c(C)c1
  0.1	8.9
#35 CCCNC(=O)C(Cc1ccc(F)cc1)NC(=O)c1ccc(C#N)cc1 (stereo not given)
  -44.7	1.4
#36 COc1cc(C(c2c(C)[nH][nH]c2=O)c2c(C)[nH][nH]c2=O)ccc1OC(=O)c1cccc([N+](=O)[O-])c1
  -7.9	3.5
#37 CCc1ccc(S(=O)(=O)N2CCN(C(=O)C3CCN(C(C)=O)CC3)CC2)cc1
  2.2	-5.1
#38 CN(C)C(=O)CCc1ccc2c3c([nH]c2c1)[C@]1(C)[C@@H](C(=O)N2CCOCC2)C[C@H](CC(=O)NC(C)(C)C)C(=O)N1CC3
  7.2	0.8
#39 CC(NC(=O)Cn1cccc1C(=O)c1ccccc1)c1ccc2c(c1)OCCO2 (stereo not given)
  -5.0	1.1
#40 CC1=NC(C)(C)Cc2ccccc21
  -27.8	26.7
#41 CC1CCCN(c2nc3ccccc3nc2C(C#N)S(=O)(=O)c2ccccc2)C1 (stereo not given)
  -4.0	8.9
#42 CC(=O)Nc1ccc(S(=O)(=O)NCC(=O)NC(C)c2ccc(S(N)(=O)=O)cc2)cc1 (stereo not given)
  -9.8	3.1
#43 O=[N+]([O-])c1ccccc1OCCOc1ccccc1[N+](=O)[O-]
  -6.0	1.5
#44 COc1cc(C(=O)NCC(c2cccs2)N2CCOCC2)ccc1OCc1ccc(Cl)cc1 (stereo not given)
  1.4	-7.0
#45 CSCCC(NC(=O)c1cccc(C)c1)C(=O)NCc1cccs1 (stereo not given)
  11.9	-5.9
#46 OCC[C@H]1C[C@@H](O)[C@H](O)[C@@]2(OCCc3ccccc32)O1
  -10.3	10.3
#47 CCOC(=O)c1c(NC(=O)COC(=O)/C=C/c2ccco2)sc2c1CC(C)(C)NC2(C)C
  16.5	3.0
#48 O=C(Nc1ccc(-c2noc(CCc3ccccc3)n2)cc1)c1ccco1
  -5.2	-5.8
#49 S=C(Nc1nc2c(s1)CCCC2)NC1CC1
  18.0	2.0
#50 c1ccc(Nc2nc3ccccc3n3nnnc23)cc1
  22.5	-1.2
#51 CC(=O)N1CCc2cc(NC(=O)C3(C)CCN3Cc3ccc(C(C)C)cc3)ccc21 (stereo not given)
  -8.2	0.0
#52 CCN(CC(=O)Nc1ccc(NC(C)=O)cc1)C(=O)c1cc2c(s1)CCCCC2
  5.9	-1.7
#53 CC1CCc2sc(C(=O)NNS(=O)(=O)c3ccc(F)c(F)c3F)cc2C1 (stereo not given)
  0.1	7.7
#54 CC(=O)c1c(C)[nH]c(C(=O)COC(=O)c2cccs2)c1C
  -11.3	1.9
#55 COc1cc(C2c3c(-c4cc(Cl)c(C)cc4O)n[nH]c3C(=O)N2Cc2cccnc2)ccc1O (stereo not given)
  8.4	7.7
#56 C#CCOC(=O)c1ccccc1C(=O)OCC#C
  -5.1	-11.3
#57 CCN(CC)S(=O)(=O)c1cccc(C(=O)N/N=C/c2cc(OC)c(O)c(OC)c2)c1
  10.1	-10.9
#58 COc1ccc(OCC(=O)NCCCNC(=O)COc2ccc(OC)cc2)cc1
  -4.0	-2.3
#59 CCOc1cc(/C=N\Nc2nc(-c3ccc(C)cc3)c(NC(C)=O)s2)ccc1O
  -4.9	8.8
#60 CN(CCO)c1ccc([N+](=O)[O-])cc1C(=O)O
  -2.1	-6.8

From no. 31 as far as 32, copied from above:
Each structure is followed by: TAG inh	TAG inh DAPI viability
#31 CCCCOP(=O)(OCCCC)C(O)c1ccc(F)cc1 (stereo not given)
  -9.0	3.8
#32 N#CC(C#N)=C1SC(=Nc2ccccc2)C(=Nc2ccccc2)N1c1ccccc1
  3.9	-2.3

Next compounds follow:
Each structure is followed by: TAG inh	TAG inh DAPI viability
#61 CCOn1c(SCC)nc2ccccc2c1=O
  -9.0	-0.4
#62 CCC(C)(C(=O)NC1CCCCC1)N(C(=O)CNC(=O)c1ccccc1)c1c(C)n(C)n(-c2ccccc2)c1=O (stereo not given)
  3.7	-3.3
#63 O=C(CSc1ncccn1)NC(=O)Cc1ccccc1
  -5.9	0.0
#64 O=C(CSc1ncnc2c1oc1ccccc12)Nc1cccc(C(F)(F)F)c1
  16.0	-16.1
#65 CN(C)/C=N/c1nc2nccc(-c3ccccn3)n2n1
  4.2	0.4
#66 COc1ccc(CCNC(=O)CN2CCOc3ccccc32)cc1OC
  -5.4	-4.9
#67 CC(C)c1ccc(/C=N/NC(=O)CN(c2cccc(Cl)c2Cl)S(C)(=O)=O)cc1
  -1.9	2.8
#68 CCN(Cc1cnn(C)c1)C(=O)c1cc(COc2ccc(F)cc2F)on1
  1.2	-6.8
#69 Cn1c(=O)[nH]c(=O)c2c1nc(Br)n2CCC(=O)c1ccccc1
  22.3	-19.1
#70 O=C(Nc1ncccn1)c1cc(-c2ccc(F)cc2)nc2ccccc12
  11.8	-9.7
#71 CCOC(=O)C1(CC2CC2)CCN(Cc2ccc(OC)cc2F)CC1
  -4.6	10.5
#72 COc1cccc(-c2cnc3c(NC=O)cc(-c4ccc(OC)cc4OC)cn23)c1
  41.0	-27.3
#73 Cc1cc(=O)cc(C)n1-c1ccc(F)cc1F
  5.1	-6.0
#74 COc1cc(/C=C2\CC/C(=C\c3cc(OC)c(OC)c(OC)c3)C2=O)cc(OC)c1OC
  -14.2	4.5
#75 COc1ccc(Br)cc1S(=O)(=O)N(CC(=O)N1CCN(C)CC1)c1ccccc1
  17.6	1.6
#76 O=C(CSCc1cnn(-c2ccccc2)c1-n1cccc1)NCCN1CCOCC1
  43.3	-32.4
#77 CCC(C)(C)NC(=O)C(c1cccnc1)N(C(=O)c1csnn1)c1ccccc1 (stereo not given)
  -16.4	3.7
#78 N#Cc1cn(CCOc2ccccc2F)c2ccccc12
  6.4	0.8
#79 Cc1cc(=O)c2cc(Cl)ccc2[nH]1
  -3.3	6.7
#80 CCCC(=O)OCC(=O)Nc1ccccc1C#N
  11.1	-2.3
#81 O=C(CCNS(=O)(=O)c1cccs1)Nc1ccccc1F
  2.9	-4.1
#82 Cn1cnnc1SCC(=O)NC1CCCCC1
  -2.9	-4.2
#83 Cc1ccc(CNC(=O)C2CCCN(S(=O)(=O)c3cccnc3)C2)cc1 (stereo not given)
  1.2	-7.6
#84 CC(Sc1ccc(S(=O)(=O)N2CCCCCC2)cn1)C(N)=O (stereo not given)
  2.9	-13.6
#85 CCOC(=O)N1CCN(CC(=O)Nc2sc(CC)cc2C(=O)c2ccc(OC)cc2)CC1
  7.8	-2.8
#86 Cc1cc(=O)[nH]c(COc2ccccc2)n1
  4.3	6.1
#87 COc1ccc(S(=O)(=O)NNC(=O)C2COc3ccccc3O2)cc1[N+](=O)[O-] (stereo not given)
  1.3	-2.2
#88 CC(C)(O)C#Cc1ccc(C(=O)NC2CCCCC2)s1
  14.5	-8.4
#89 O=C1Cc2cc(NS(=O)(=O)c3ccc([N+](=O)[O-])cc3)cc3c2N1CCC3
  -4.1	-0.3
#90 O=C(O)CC(NCc1ccco1)C(=O)OCCc1ccccc1 (stereo not given)
  1.7	-15.1

A draw from above in order of formula weight, ascending:
Each structure is followed by: TAG inh	TAG inh DAPI viability
#86 Cc1cc(=O)[nH]c(COc2ccccc2)n1
  4.3	6.1
#88 CC(C)(O)C#Cc1ccc(C(=O)NC2CCCCC2)s1
  14.5	-8.4
#84 CC(Sc1ccc(S(=O)(=O)N2CCCCCC2)cn1)C(N)=O (stereo not given)
  2.9	-13.6

Remaining list, next part:
Each structure is followed by: TAG inh	TAG inh DAPI viability
#91 O=c1[nH]c2ccc(S(=O)(=O)N3CCN(c4ccc(F)cc4)CC3)cc2o1
  -4.0	0.5
#92 O=C(CN1CCN(S(=O)(=O)c2ccccc2[N+](=O)[O-])CC1)Nc1ccc(N2CCOCC2)cc1
  -8.6	6.3
#93 Cc1ccc(S(=O)(=O)N(CC(=O)N/N=C/c2cccc(C)c2)c2cccc3cccnc23)cc1
  8.6	-11.7
#94 COc1ccc(NC(=O)c2cc(C)nc3ccccc23)c(OC)c1
  -1.5	-3.7
#95 CC(=O)Nc1ccc(S(=O)(=O)/N=C2\SCCN2S(=O)(=O)c2ccc(NC(C)=O)cc2)cc1
  12.4	-12.9
#96 COC(=O)c1ccc(CN2[C@H](C(=O)OC)C[C@@]3(O)[C@@H](O)[C@@H](O)[C@@H](O)C[C@@H]23)cc1
  -6.3	2.1

Looked up by compound from the list above (6):
Each structure is followed by: TAG inh	TAG inh DAPI viability
#38 CN(C)C(=O)CCc1ccc2c3c([nH]c2c1)[C@]1(C)[C@@H](C(=O)N2CCOCC2)C[C@H](CC(=O)NC(C)(C)C)C(=O)N1CC3
  7.2	0.8
#56 C#CCOC(=O)c1ccccc1C(=O)OCC#C
  -5.1	-11.3
#21 Cc1ccc(-c2cc(C(F)F)n3ncc(C(=O)NCc4ccco4)c3n2)cc1
  31.4	14.5
#28 O=C(CN1CCCCCC1)N1c2ccccc2Sc2ccccc21
  -13.0	5.8
#46 OCC[C@H]1C[C@@H](O)[C@H](O)[C@@]2(OCCc3ccccc32)O1
  -10.3	10.3
#66 COc1ccc(CCNC(=O)CN2CCOc3ccccc32)cc1OC
  -5.4	-4.9

A portion of the library; rates above refer to the full screens.
